sPLA2-III inh = human group III sPLA2 inhibitors, primary screen, biochemical, QFRET, BODIPY PC-A2 liposome substrate; hit rate 0.56% among 370,000; inhibition, % at 12.2 µM; Group 3 secretory phospholipase A2 (Homo sapiens), Q9NZ20; QFRET BODIPY PC-A2 liposome hydrolysis, fluorescence;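 active means inhibition above mean plus 3 SD of compounds lying within the high and low control bounds, cut at about 19% in these data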;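 further: 0% = median of test compound wells and 100% = no enzyme DMSO wells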
hgDAF12 agonist = H. glycines DAF-12 receptor agonists, primary screen, cell-based, luminescence, HEK293, GAL4 fusion, UAS-luciferase | HEK293 GAL4-hgDAF12 UAS-luciferase reporter, agonist luminescence; normalized to butyrate control | activation, % at 6.8 µM | hit rate 1.8% among 370,000 | AID 687014, 2013;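 active means activation above a cutoff set at the mean of all screened compounds plus 3 SD, cut at about 10% in these data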;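 further: 0% = DMSO wells and 100% = sodium butyrate wells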
DAX1 inh-1 = DAX1 (NR0B1) inhibitors on StAR promoter, primary screen, cell-based, luminescence, SF-1 (NR5A1), full-length DAX-1 | HEK293T StAR-luciferase reporter, SF-1/DAX-1 repression relief | inhibition, % at 6.8 µM | AID 652010, 2013 | hit rate 1.1% among 370,000;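 active means inhibition above the mean over all tested compounds plus 3 SD, cut at about 3.6% in these data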;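 further: 0% = DAX-1 cells with DMSO and 100% = cells lacking DAX-1 with DMSO; higher inhibition means more luminescence from relief of DAX-1 repression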
GC-B act = human GC-B receptor activators, primary screen, HEK293 GC-B cells, cGMP TR-FRET, EC30 CNP; Atrial natriuretic peptide receptor 2 (Homo sapiens), P20594; activation, % at 10 µM; 0% at EC30 CNP, 100% saturating CNP; hit rate 0.11% among 370,000;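 active means activation at 10 µM reaching about 35% in either raw or pattern-adjusted values, limit read from the data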
ssDAF12 agonist = S. stercoralis DAF-12 nuclear receptor activators, primary screen, cell-based, luminescence, HEK293, GRIP1 co-expression, lit1-tk-luc; HEK293 ssDAF-12/GRIP1 lit1-tk-luc reporter; % of 3 µM dafachronic acid response; hit rate 1% among 370,000; Nuclear hormone receptor DAF-12 (Strongyloides stercoralis); activation, % at 6.8 µM;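 active means activation above the mean over all tested compounds plus 3 SD, cut at about 0.9% in these data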;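 further: 0% = DMSO-only wells and 100% = 3 µM delta7-dafachronic acid wells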
FXN GAA850 act = FXN promoter activators, primary screen, cell-based, luciferase luminescence, HEK293 lucGAA850; HEK293 lucGAA850 FXN promoter luciferase reporter, 24 h; percent of 10 µM SAHA response; activation, % at 6 µM; hit rate 0.56% among 360,000; AID 540364, 2011;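 active means activation above the average of all compounds screened plus 3 SD, cutoff fixed separately per campaign, cut at about 7.5% in these data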;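 further: 0% = DMSO wells and 100% = 10 µM SAHA wells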
SMARCA2 activ = SMARCA2 (BRM) function activators, primary screen, cell-based, luminescence, high throughput | activation, % at 9.1 µM | hit rate 1% among 370,000 | MG213 cells, MMTV-luciferase reporter, dexamethasone, overnight; in the data active means activation above about 7.8%;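 further: 0% = vehicle wells and 100% = reference activator wells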
GC-A act = GC-A stimulated cGMP production enhancers – HEK293 GC-A cells, cGMP TR-FRET, EC30 ANP, primary screen; hit rate 0.14% among 370,000; activation, % at 10 µM; Atrial natriuretic peptide receptor 1 (Homo sapiens), P16066; 0% at EC30 ANP, 100% saturating ANP; in the data active means activation above about 40%
Target sequence (P16066 whole entry, looked up): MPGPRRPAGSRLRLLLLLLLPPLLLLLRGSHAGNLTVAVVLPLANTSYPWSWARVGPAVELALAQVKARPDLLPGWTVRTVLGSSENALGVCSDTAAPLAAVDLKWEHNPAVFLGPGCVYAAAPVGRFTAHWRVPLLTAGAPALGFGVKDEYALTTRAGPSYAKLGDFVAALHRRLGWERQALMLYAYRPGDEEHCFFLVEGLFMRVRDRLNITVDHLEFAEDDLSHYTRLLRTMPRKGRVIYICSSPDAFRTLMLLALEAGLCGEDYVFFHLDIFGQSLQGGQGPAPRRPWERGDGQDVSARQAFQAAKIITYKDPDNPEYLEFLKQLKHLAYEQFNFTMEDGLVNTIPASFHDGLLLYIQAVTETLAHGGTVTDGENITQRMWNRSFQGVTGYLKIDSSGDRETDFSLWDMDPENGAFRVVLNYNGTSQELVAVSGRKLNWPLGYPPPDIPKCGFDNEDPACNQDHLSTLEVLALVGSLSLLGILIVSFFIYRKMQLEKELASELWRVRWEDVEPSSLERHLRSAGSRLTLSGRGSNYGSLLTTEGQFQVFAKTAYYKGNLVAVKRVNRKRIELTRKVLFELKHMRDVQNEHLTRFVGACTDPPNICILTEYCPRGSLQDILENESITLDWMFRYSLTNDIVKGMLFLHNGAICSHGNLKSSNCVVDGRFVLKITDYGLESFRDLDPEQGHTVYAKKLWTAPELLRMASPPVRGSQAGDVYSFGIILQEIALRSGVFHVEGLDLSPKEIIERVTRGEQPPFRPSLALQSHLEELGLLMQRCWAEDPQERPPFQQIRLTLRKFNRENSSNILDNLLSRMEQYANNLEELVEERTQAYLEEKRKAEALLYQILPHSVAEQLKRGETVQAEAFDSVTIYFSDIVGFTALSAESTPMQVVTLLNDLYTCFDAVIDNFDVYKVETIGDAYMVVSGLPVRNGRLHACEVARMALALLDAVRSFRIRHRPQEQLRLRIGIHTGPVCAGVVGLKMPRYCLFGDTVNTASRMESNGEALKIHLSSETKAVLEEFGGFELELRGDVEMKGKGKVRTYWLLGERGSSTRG
hcDAF-12 act = H. contortus DAF-12 nuclear receptor activators, primary screen, cell-based, luminescence, HEK293, lit1-tk-luc reporter; activation, % at 6.8 µM; AID 652067, 2013; HEK293 hcDAF-12 lit1-tk-luc reporter; 0% DMSO, 100% Δ7-dafachronic acid; hit rate 1.4% among 370,000;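 active means activation above the mean of all tested compounds plus 3 SD, cut at about 5.5% in these data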;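 further: 100% = response to 3 µM Δ7-dafachronic acid high control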
DAX1 inh-2 = DAX1 (NR0B1) inhibitors, primary screen, cell-based, HEK293, Gal4-DAX1, luciferase luminescence. Nuclear receptor subfamily 0 group B member 1 (Homo sapiens), P51843. HEK293 Gal4-DAX1 luciferase reporter. inhibition, % at 6.75 µM. hit rate 0.99% among 340,000. AID 504766, 2011;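 active means inhibition above the mean over all tested compounds plus 3 SD, cut at about 4.2% in these data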;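 further: 0% = DAX1-transfected cells with DMSO and 100% = empty-vector control cells with DMSO; inhibition shows as a rise in luminescence from relieved DAX1 repression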
ADAM10 inh = human ADAM10 inhibitors, primary screen, biochemical, QFRET, HTS; Disintegrin and metalloproteinase domain-containing protein 10 (Homo sapiens), O14672; hit rate 0.62% among 370,000; recombinant ADAM10, EDANS/DABCYL FRET peptide cleavage, 3 h; AID 720582, 2013; inhibition, % at 7 µM;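 active means inhibition above a per-campaign cutoff equal to the mean of compounds falling between control-based bounds plus 3 SD, cut at about 20% in these data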;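 further: 0% = DMSO wells while the 100% control is not disclosed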
* = called active by the depositor; i = inactive; · = no result given.

Start of the listing, in advance:
SMILES	sPLA2-III inh	hgDAF12 agonist	DAX1 inh-1	GC-B act	ssDAF12 agonist	FXN GAA850 act	SMARCA2 activ	GC-A act	hcDAF-12 act	DAX1 inh-2	ADAM10 inh
CCNC(=O)C1CC(=O)N(CCCc2ccccc2)C(=Nc2ccccc2)S1 (stereo not given)	2	0.4	0.0	-5	-1.1	1.0	-2	-1	-1.2	-0.6	-4
CCc1nc2ccc(C(=O)NCCOc3ccc(OC)cc3)cn2c1N(C)C(=O)C1CCCCC1	0	0.7	-1.0	-2	-0.7	-0.8	-2	-3	-0.2	·	-20

Results, previewed entries included:
SMILES	sPLA2-III inh	hgDAF12 agonist	DAX1 inh-1	GC-B act	ssDAF12 agonist	FXN GAA850 act	SMARCA2 activ	GC-A act	hcDAF-12 act	DAX1 inh-2	ADAM10 inh
CCNC(=O)C1CC(=O)N(CCCc2ccccc2)C(=Nc2ccccc2)S1 (stereo not given)	2	0.4	0.0	-5	-1.1	1.0	-2	-1	-1.2	-0.6	-4
CCc1nc2ccc(C(=O)NCCOc3ccc(OC)cc3)cn2c1N(C)C(=O)C1CCCCC1	0	0.7	-1.0	-2	-0.7	-0.8	-2	-3	-0.2	·	-20
N#C/C(=C\c1ccc(OCc2ccc(C(=O)O)cc2)cc1)C(=O)NCc1ccccc1	-7	-0.1	0.4	-8	-1.3	0.6	-1	1	0.4	1.7	2
Cc1ccc(C)c(S(=O)(=O)N2CCN(C(=O)c3cccnc3)CC2)c1	6	-1.8	-0.6	7	-1.2	-0.1	-2	0	-2.1	0.0	-2
CCCCn1c(N)c(N(C(=O)CSc2nnnn2-c2ccccc2)C2CCCC2)c(=O)[nH]c1=O	11	3.6	-0.3	3	-1.9	1.0	0	2	-1.7	2.6	-12
CC(CCCC(C)(C)O)NC(=O)c1ccc2oc(CCc3ccccc3)nc2c1 (stereo not given)	5	-2.4	-1.8	6	-0.9	-1.1	-1	0	-2.9	0.9	-6
CCOP1(=O)OCC2OC(n3cnc4c(N)ncnc43)C(O)C2O1 (stereo not given)	7	0.1	-0.2	-1	-0.5	1.0	-1	1	1.1	3.8	13
O=C(NN1C(=O)C2C(C1=O)C1C=CC2C12CC2)c1ccc(Cl)cc1 (stereo not given)	15	2.7	-0.1	0	-1.2	2.6	-7	6	0.0	0.1	-1
O=C(NCC(c1ccccc1)c1ccccc1)[C@H](Cc1c[nH]c2ccccc12)NC1(C(=O)NC2CCCCC2)CCCC1	3	-1.1	·	-13	-2.3	·	·	-14	1.3	·	2
CC(C)Sc1ncc(S(=O)(=O)c2ccccc2)c(=O)[nH]1	-5	-0.5	-0.5	1	-1.3	1.9	-2	-1	-0.2	-0.3	-2
COc1ccc(C(=NN)c2ccc(OC)cc2)cc1	-2	3.4	0.3	2	-0.7	5.0	2	0	3.3	1.9	-4
C/C(=N\S(=O)(=O)c1ccc(C)cc1)NC(=S)Nc1ccc(C)cc1	3	4.1	1.1	0	-1.3	2.1	3	3	0.0	1.6	-7
COC(=O)CSc1nnc(CNS(=O)(=O)c2ccc(C)cc2)n1C	2	-0.1	-0.6	5	-0.7	0.5	-1	2	-1.7	0.3	0
COCCNc1nc(-c2cc(-c3ccc(Cl)cc3)on2)cc(C(C)C)n1	-9	-1.2	0.7	-4	-0.9	0.7	-1	1	1.8	-0.1	1
Cc1ccccc1NC(=O)C1CCCN(S(=O)(=O)c2c(C)noc2C)C1 (stereo not given)	7	-2.7	-0.7	0	-0.6	-1.5	3	1	0.4	0.2	3
COc1ccc(-c2nnc(SCC(=O)N3CCCCC3)o2)cc1OC	-2	-0.1	0.1	4	-1.4	0.1	0	4	-0.8	2.7	-11
COc1ccc2ccccc2c1-c1c(C(=O)c2ccc(Br)cc2)[nH]c(N)c1C(=O)NC1CCCCC1	1	-0.1	·	-6	-1.8	·	·	-7	-2.3	·	5
CC(=O)c1cccc(CN2CCC(CO)(Cc3ccccc3)CC2)c1	2	1.2	-0.3	-4	-1.2	0.1	-2	-2	1.9	0.0	-6
NC(=O)COC(=O)c1ccccc1OCc1ccc(Cl)cc1	3	-1.8	-0.1	-6	-0.7	3.3	3	-9	-0.9	-1.0	-6
CC(=O)Nc1ccc(-c2nc3cc(Cl)ccc3o2)cc1	-7	11*	3.2	1	0.5	7.1	3	20	5.5	5.5*	-74
CCc1cc(C(=O)c2ccc(OC)cc2)c(NC(=O)CN2CCN(C)CC2)s1	9	0.4	0.2	-4	-1.3	0.3	-4	9	-2.3	-0.7	1
O=C(C1CC(=O)N(c2ccccc2F)C1)N1CCOCC1 (stereo not given)	2	1.1	-0.4	4	-1.0	1.1	-1	3	-1.0	0.6	-4
CCOc1ccc(CN(C)CC(=O)NCc2ccccc2Cl)cc1	-8	0.3	-0.8	-6	-1.5	2.7	-1	-3	0.1	-0.2	0
Cn1c(CCN2CCCCC2)nc2cc(NS(=O)(=O)c3ccc(Cl)cc3)ccc21	-16	-7.5	-0.4	2	-2.2	0.3	-5	-1	-1.1	0.7	-8
Cc1nn(-c2ccccc2)c(N2CCCCC2)c1/C=N/NC(=O)c1ccncc1	-1	0.3	-1.1	-2	-2.1	0.6	0	-3	-2.9	-1.0	6
c1ccc(-n2cnc3cc(NCc4ccccn4)ccc32)cc1	5	-0.8	0.5	-3	-2.0	-5.3	-2	-3	-3.9	0.0	-11
O=C(N/N=C/c1cccc([N+](=O)[O-])c1)c1c[nH]c2ccccc12	-4	5.4	-0.6	9	-0.2	2.0	2	4	4.5	-0.6	4
CCOc1ccc(CC(=O)N/N=C/c2sccc2C)cc1	-6	-2.8	-0.5	-6	-0.7	1.9	2	0	-2.0	0.4	0
COc1ccc(C2CC(=O)OC3=C2C(=O)CC(C)(C)C3)c(OC)c1 (stereo not given)	6	-1.2	0.1	4	-1.1	0.2	-7	-3	-0.8	-0.3	-3
CCOC(=O)[C@@H]1CSCCS(=O)(=O)N1Cc1ccccc1	-1	-0.6	0.6	11	-1.1	·	-1	1	-0.4	·	-2
Cc1nc(N)ncc1CCC1OCCO1	1	-0.8	-0.3	2	-1.0	-0.9	1	-1	0.1	0.8	-6
COc1cccc(C2C(C(=O)c3cccs3)=C(O)C(=O)N2c2cc(C)on2)c1 (stereo not given)	-2	0.9	0.8	-5	-1.1	2.7	4	3	-0.5	1.5	2
OC(c1ccccc1)(c1ccccc1)C1CCN(CCCNc2cccc(OC(F)(F)F)c2)CC1	-17	0.2	-0.1	-9	0.8	·	-9	-13	-2.5	·	1
CCC/C=N/NC(=O)C1COc2ccccc2O1 (stereo not given)	-2	2.4	0.3	5	-0.8	-0.9	-2	1	-0.6	0.5	8
COc1ccc(CCNC(=O)CCc2ccsc2)cc1OC	1	0.8	-0.2	2	-0.9	2.0	1	0	-0.7	0.6	-2
CCOc1ccc(-c2nnc(SCC(=O)Nc3ccc4c(c3)c3ccccc3n4CC)n2N)cc1	1	0.5	-0.3	-8	-0.9	-2.6	-3	0	2.4	0.2	2
O=C(NNC(=O)c1sccc1-n1cccc1)c1cccs1	-1	2.1	-0.3	6	-1.4	-0.1	-1	4	1.4	-0.2	-5
CC1=NC(C(F)(F)F)(C(F)(F)F)C2=C(CC(C)(C)CC2=O)N1Cc1ccco1	-1	-0.8	-0.1	-1	-1.6	-1.3	-3	1	-1.4	0.9	5
Cc1cc(C)cc(CC(CC(=O)Nc2ccc(Cl)cc2)C(=O)O)c1 (stereo not given)	-6	-2.6	0.0	-10	-1.1	1.8	0	1	-1.9	0.5	7
COc1ccc(-c2cn3cccnc3n2)cc1NC(=O)c1ccc(Br)o1	-3	-0.9	-2.2	2	-2.3	-1.3	0	5	-3.7	0.0	i
Cc1ccc(-c2c[n+](CC(=O)Nc3cc(=O)n(C)c(=O)n3C)c3n2CCC3)cc1	-1	-0.1	-0.1	3	-1.2	0.0	2	3	-1.3	0.8	-3
CCn1c(N)c(C(=O)NCC2CCCO2)sc1=S (stereo not given)	-1	-2.6	0.3	8	-1.1	-1.0	1	8	-1.0	-0.9	10
CCCOc1ccc(C(=O)CCC(=O)OC(C)C(=O)Nc2ccc(NC(C)=O)cc2)cc1 (stereo not given)	5	-2.5	0.2	2	-1.1	-3.0	0	-3	-2.3	0.3	-17
CCn1c(C)c(C)c2cc(C(=O)NCCCN3CCCCCC3)ccc21	-6	-0.1	0.5	3	-0.9	2.9	-1	0	-0.6	-0.6	-10
COc1ccc(NC(=O)CSc2nc(O)cc(=O)n2-c2ccc(OC)cc2)cc1	-11	1.2	0.4	-3	-1.2	-0.2	0	0	-1.0	-1.0	1
Cc1nnc(SCc2nc3ccccc3s2)n1-c1ccccc1	4	7.5	2.5	3	1.2*	6.5	7	-2	7.6*	2.5	-10
O=C1C=C(Nc2ccc(Cl)cc2)CC(c2ccc(Cl)cc2)C1 (stereo not given)	-13	-2.4	-0.8	0	-1.5	1.4	-2	-2	-1.1	-1.4	-11
O=S(=O)(c1ccc(OCC(O)CNCc2ccco2)c(Cl)c1)N1CCOCC1 (stereo not given)	4	-0.3	0.3	5	-0.9	-0.8	-4	1	-0.2	0.5	2
Cc1cc(C)n(CCC(=O)N/N=C/c2ccc(Cl)c([N+](=O)[O-])c2)n1	7	-0.1	0.1	-14	-0.8	1.5	-3	4	0.9	·	3
CCCN(CC(=O)Nc1ccccc1OC)C(=O)c1cc(S(=O)(=O)NCc2ccccc2)ccc1C	-22	-0.4	-1.5	-4	-1.1	-1.2	5	0	0.3	-0.1	1
Nc1c(C(=O)Nc2ccccc2)sc2nc(N3CCOCC3)c3c(c12)CCCC3	0	15*	3.8*	11	0.5	1.9	3	22	2.3	0.2	-311
Cc1cccc(NC(=O)CSc2nc3ccccc3nc2N2CCCCC2)c1	-2	-1.0	-0.1	4	-1.7	-4.4	0	2	0.9	0.8	-7
Cc1ccc(C(=O)NCCSc2ccc(Cl)cc2)cc1[N+](=O)[O-]	-16	-2.2	-0.7	4	-0.8	1.7	2	-3	-1.5	0.5	7
COC(=O)CSC(=S)N1CCCC(C)C1 (stereo not given)	4	-2.8	-0.8	2	-1.5	-0.2	3	-1	-0.4	1.3	-3

Compound activity (PubChem)
